Screens from PubChem BioAssay.
TbREL1 primary – TbREL1 inhibition, primary screen; P86926; TbREL1 RNA ligation, FRET fluorescence; inhibition, % at 9.66 µM; 0.49% of 89,000 active;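 active = inhibition above the mean inhibition across all screened compounds plus 3 SD, cut at about 11% in these data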;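 also: 0% = plate median of test wells and 100% = NSC42067 control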
Target sequence (P86926 whole entry, looked up): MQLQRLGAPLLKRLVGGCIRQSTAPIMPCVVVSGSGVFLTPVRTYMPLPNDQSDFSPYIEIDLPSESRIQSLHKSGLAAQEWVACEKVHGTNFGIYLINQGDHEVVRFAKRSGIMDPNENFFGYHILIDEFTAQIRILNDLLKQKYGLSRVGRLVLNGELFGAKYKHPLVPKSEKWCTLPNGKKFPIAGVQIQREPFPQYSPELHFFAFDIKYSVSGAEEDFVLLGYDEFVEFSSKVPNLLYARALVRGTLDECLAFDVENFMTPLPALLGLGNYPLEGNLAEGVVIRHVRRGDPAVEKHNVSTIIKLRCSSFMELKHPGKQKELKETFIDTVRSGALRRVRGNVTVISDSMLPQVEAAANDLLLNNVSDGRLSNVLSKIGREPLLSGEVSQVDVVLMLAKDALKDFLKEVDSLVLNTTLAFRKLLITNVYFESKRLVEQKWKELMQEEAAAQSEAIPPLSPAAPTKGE
An asterisk follows results filed as active. A portion of the library; count on the stated rates, not on these rows.

| molecule | TbREL1 primary |
| --- | --- |
| Cc1ccc2nsnc2c1S(=O)(=O)NCCc1c(C)[nH]c2ccc(F)cc12 | -5.1 |
| COc1ccc(-c2nnc(SCC(=O)NCc3cccs3)n2C(C)C)cc1 | -0.1 |
| Cc1nc(Nc2nc3ccccc3o2)nc2c1CCC2 | -0.9 |
| COc1ccccc1CNC(=O)COC(=O)Cn1cnc2ccccc21 | 3.0 |
| COc1ccc(C(=O)CSc2n[nH]c(-c3ccco3)n2)cc1 | 0.5 |
| Cc1ccc2c(c1)/C(=N/OC(=O)c1ccc(F)cc1)CCS2 | -0.3 |
| CCN(CC)C(=S)SCC(=O)Nc1ncc2c(n1)CC(C)(C)CC2=O | -1.8 |
| O=[N+]([O-])c1ccc(CN2CC(N3CCC(c4ccccc4)CC3)CS2(=O)=O)cc1 (stereo not drawn) | -0.9 |
| Nc1nc(NCC2CCCO2)nc(NCC2CCCO2)c1[N+](=O)[O-] (stereo not drawn) | 0.0 |
| N#Cc1c(C(F)(F)F)cc(-c2ccccc2)nc1SCC(=O)N1CCOCC1 | -2.2 |
| O=C(C1CC(=O)N(c2ccc(Cl)cc2)C1)N1CCCCCC1 (stereo not drawn) | 6.2 |
| COc1ccc(/C=C/C(=O)NCCc2ccc(S(N)(=O)=O)cc2)cc1 | -0.2 |
| COC(=O)c1ccc(C23CC4(C2)[C@H](CN(C)[C@@H]4c2ccccc2)C3c2ccc(C(F)(F)F)cc2)cc1 (stereo partly drawn) | -1.7 |
| CCCOC(=O)CSC1=C(C#N)C(c2ccccc2OCC)C(C#N)C(=O)N1 (stereo not drawn) | 6.1 |
| Cc1cnc(NC(=O)c2ccc3c(c2)OCCO3)s1 | -0.4 |
| O=C(CSc1ncc(-c2ccccc2)nn1)NCc1ccco1 | -3.5 |
| CCOC(=O)c1[nH]c(C)c(C(=O)NC(C)CC)c1C (stereo not drawn) | -0.5 |
| CN1CCN(C(=O)CC23CC4CC(CC(C4)C2)C3)CC1 | 1.4 |
| CCCC[C@H]1C2CC(OC(=O)Nc3ccc(C#N)cc3)C(C2)[C@H]2CCCCN21 (stereo partly drawn) | 11.3* |
| COc1ccc(S(=O)(=O)N2c3ccccc3OCC2c2ccccc2)cc1 (stereo not drawn) | 2.9 |
| CCOC(=O)Cn1cnc2c(nnn2Cc2ccc(Cl)cc2)c1=O | -2.9 |
| CC1(c2ccc3ccccc3c2)NC(=O)N(CC(=O)N2CCN(c3ccccc3O)CC2)C1=O (stereo not drawn) | 1.7 |
| O=C(c1ccccn1)N1CCN(C(=O)c2ccccn2)CC1 | 0.2 |
| COc1ccccc1CNC(=O)Cn1ccsc1=N | -0.8 |
| Cc1nc(C(=O)Nc2cccc(Cl)c2)nn1-c1cc(OC(C)C)c(Cl)cc1Cl | 2.5 |
| O=C(Nc1ccccc1)c1ccc(-c2ccc(Br)cc2)o1 | 4.6 |
| Cc1cc(Br)ccc1NC(=O)CN1C(=O)C2CC=CCC2C1=O (stereo not drawn) | -5.7 |
| CC(=O)Cn1c2ccccc2n2nc(CCC(=O)O)c(=O)nc12 | -0.9 |
| Cc1nnc(Nc2ccc(S(N)(=O)=O)cc2)c2ccccc12 | 0.1 |
| CCN(CC)CCOC(=O)c1c(C)oc2ccc(O)cc12 | 0.1 |
| CC(=O)Nc1ccc(OCC(O)Cn2nc(C)c(Br)c2C)cc1 (stereo not drawn) | -1.2 |
| CC(=O)Nc1ccc(NC(=O)c2nc(S(=O)(=O)Cc3ccccc3)ncc2Cl)cc1 | 0.2 |
| CC(C)C[C@@H]1CN=C(N)N1C[C@@H]1CCCN1C[C@H](C)N1C[C@@H](Cc2ccccc2)N(CCCC2CCCC2)C1=N | 3.9 |
| COC(=O)[C@]12C[C@H](CC(=O)NCCCN3CCCC3=O)C(=O)N(Cc3ccco3)C1=C[C@H](C1CCCC1)O[C@@H]2C | -2.9 |
| COc1ccc(OCc2cccc(C(=O)NN)c2)cc1 | 0.5 |
| CC(C)[C@@H]1O[C@H](CCc2ccccc2)CC2=C1C(=O)OC(C)(C)O2 | -1.5 |
| Cc1ccc2[nH]c(O)c(N=NC(=O)c3ccc(NS(=O)(=O)c4cccs4)cc3)c2c1 | 0.6 |
| COc1ccc(C(c2nnnn2C2CCCC2)N2CCN(C(=O)c3ccco3)CC2)cc1OC (stereo not drawn) | 0.9 |
| CCCCN1CC(C(=O)NCc2ccc(C)cc2)CC1=O (stereo not drawn) | 0.1 |
| CC(=O)NCCc1ccc(C(=O)COC(=O)c2ccc(C)s2)cc1 | -0.8 |
| O=C(O)C1=C[C@H](c2ccc(Br)cc2)C[C@H](OCCCCO)O1 | 2.2 |
| CCCC(=O)N1CCC(NS(=O)(=O)c2ccc3c(c2)CCN3C(C)=O)CC1 | 3.3 |
| Cc1cccc(C(=O)OCC(=O)Nc2ccc(F)cc2)c1 | -0.2 |
| COCCNc1nc(N)c([N+](=O)[O-])c(NCC2CCCO2)n1 (stereo not drawn) | -0.6 |
| Cc1nn(-c2nnc(C)c(=O)[nH]2)c(C)c1SCC(=O)Nc1ccc(F)cc1 | 2.7 |
| CCN(Cc1ccccc1)C(=O)C1CCN(Cc2sccc2C)CC1 | 1.0 |
| CC(C)Cn1cc(C(=O)N2CCC(C)CC2)c2c3ccccc3n(C)c2c1=O | 6.5 |
| CCOC(=O)CN1C(=O)C(O)(C2CCc3ccccc3C2=O)c2ccccc21 (stereo not drawn) | -3.4 |
| COc1cccc(C(=O)OCC(=O)c2ccc(Br)s2)c1 | 3.0 |
| O=C(N/N=C/c1ccc(N2CCOCC2)cc1)c1ccc(O)cc1 | -3.7 |
| CCOC(=O)c1cnc2c(cnn2C)c1NCCCN(C)C | 1.3 |
| O=C1CC(C(=O)N2CCCc3ccccc32)CN1c1ccc(Cl)cc1 (stereo not drawn) | 3.2 |
| CC(C)(C)c1cc(OC(=O)c2ccccc2F)ccc1O | -1.5 |
| O=c1c(OC2OC(CO)C(O)C(O)C2O)c(-c2ccc(O)c(O)c2)oc2cc(O)cc(O)c12 (stereo not drawn) | 91.6* |
| COc1ccccc1N1CCN(S(=O)(=O)c2c[nH]c(=O)[nH]c2=O)CC1 | 2.2 |
| O=C(NCc1cccnc1)c1ccc2c(c1)C(=O)N(Cc1ccccc1)C2=O | 0.5 |
| O=C(N/N=C/C=C/c1ccc([N+](=O)[O-])cc1)C1COc2ccccc2O1 (stereo not drawn) | 3.2 |
| CN1C(=O)c2ccccc2C(C(=O)O)C1c1cccc([N+](=O)[O-])c1 (stereo not drawn) | 3.7 |
| CC1CCCCC12NC(=O)N(CC(=O)N1CCN(c3ncccn3)CC1)C2=O (stereo not drawn) | -1.6 |
| O=C(CCNS(=O)(=O)c1cccs1)N1CCc2ccccc2C1 | 3.2 |

Additional entries follow.
SMILES	TbREL1 primary
CCN(CC(=O)NNC(=O)c1ccccc1)Cc1ccc(OC)c(F)c1	-2.8
Cc1ccc(C(=O)O)cc1NC(=S)NC(=O)C(c1ccccc1)c1ccccc1	-1.9
Cc1ccc(-c2nc3ccccn3c2NCc2ccc3c(c2)OCO3)cc1	3.2
O=C1OC[C@@H]2CCCN2C(=O)[C@@H](CC(=O)N(CCO)Cc2ccccc2)C/C=C\C[C@@H]1Cc1ccc(F)cc1	0.7
O=C(O)c1cc(-c2ccccc2)nn1CC1CC(c2cccc([N+](=O)[O-])c2)=NO1 (stereo not drawn)	-0.9
Cc1c(NC(=O)c2cc3ccccc3o2)c(=O)n(-c2ccccc2)n1C	-0.9
CCn1c(SCc2ccc(Cl)cc2Cl)nc2nc3c(cc2c1=O)CCCC3	-1.3
O=C(CSc1nnc(NC(=O)C2CC(=O)N(c3ccccc3)C2)s1)NCc1ccco1 (stereo not drawn)	-1.1
O=c1[nH]c(=S)[nH]c2sccc12	-2.5
Cc1cccc(N2N=C(C(=O)Nc3ccc(Cl)c(S(=O)(=O)N4CCOCC4)c3)CCC2=O)c1	-0.2
CCn1c(=O)cc(OCC(=O)NCc2cccnc2)c2ccccc21	-2.0
Cc1[nH]nc2c1C(c1ccsc1)C(C#N)=C(N)O2 (stereo not drawn)	2.5
CCCCNC(=O)C1CCC(CNS(=O)(=O)c2ccc(NC(C)=O)cc2)CC1 (stereo not drawn)	1.1
COc1ccc(/C=C/c2ccncc2)cc1	-1.0
O=C(OCC(=O)N1CCCC1)c1ccc(Cl)nc1	4.1
Cc1ccc(S(=O)(=O)Nc2cc(C(=O)Nc3cc(C)cc(C)c3)ccc2Cl)cc1	-0.7
COc1ccc(NC(=O)c2cc(C3CCCCN3C(=O)C3CCCCC3)on2)c(C)c1 (stereo not drawn)	-1.7
CC(=O)C1=C(c2ccccc2)NC(=O)NC1c1ccccc1OCC(=O)Nc1ccccc1 (stereo not drawn)	2.0
COc1cc2c(cc1OC)-c1cc(Nc3cccc(F)c3)nc(=O)n1CC2	4.0
Cc1ccsc1C1Nc2ccc3ncccc3c2C2=C1C(=O)CC(C)(C)C2 (stereo not drawn)	-1.3
O=S(=O)(Nc1nc2ccccc2nc1N1CCc2ccccc2C1)c1ccc(Br)cc1	1.0
CN(C)c1ccc(S(=O)(=O)NCC(=O)OCC(=O)c2ccc[nH]2)cc1[N+](=O)[O-]	-1.2
Cc1cc(S(=O)(=O)N2CCCOC2CNC(=O)C(=O)NCc2cccs2)ccc1F (stereo not drawn)	-3.8
COc1ccc(-c2oc3ncn(Cc4ccco4)c(=N)c3c2-c2ccc(OC)cc2)cc1	-2.7
COc1ccc(CN(C)CC(=O)NCC(=O)Nc2c(C)cccc2C)cc1	-3.6
CCn1c(SCC(=O)N2CCN(S(=O)(=O)c3ccccc3)CC2)nnc1-c1cccs1	0.7
COc1ccc(NC(=O)[C@@H](NS(=O)(=O)c2cccc(Cl)c2)C(C)C)cc1S(=O)(=O)N1CCOCC1	3.4
CC(=O)c1cccc(N(C(=O)CNC(=O)c2ccco2)C(C(=O)NC2CCCC2)c2ccncc2)c1 (stereo not drawn)	-0.3
O=C(OCCC1Oc2cccnc2NC1=O)c1ccc([N+](=O)[O-])cc1 (stereo not drawn)	-0.5
COc1ccccc1NCC(=O)N/N=C(\C)c1ccc(Br)s1	-4.0
Cc1cc(Cl)ccc1NC(=O)/N=C1/NC(=O)CS1	-2.9
O=C(Nc1cc(C(F)(F)F)ccc1N1CCOCC1)c1ccc2ccccc2n1	0.2
CCOc1cccc(/C=N/N2C(=O)CSC2=S)c1O	2.1
Cc1ccc2c(c1)-n1c(nc3ccccc3c1=O)C(CC(C)C)NC2=O (stereo not drawn)	1.0
Cc1ccccc1CN(c1ccc(C(=O)NCc2ccccn2)cc1)S(C)(=O)=O	6.9
Cc1ccc(S(=O)(=O)Nc2ccc3c(c2)C(=O)N([C@@H](C)CO)C[C@@H](C)[C@@H](CN(C)S(=O)(=O)c2ccccc2)OCCCC[C@H](C)O3)cc1	-3.3
CCCCCCC/C=C(\C)[C@@H](O)[C@@H](C)C(=O)N1CCC[C@@H]1C(=O)O[C@H](C(=O)O[C@@H](C)C(=O)O)[C@@H](C)CC	3.4
Cc1ccc(NC(=O)C2CCCN(S(=O)(=O)c3cccnc3)C2)c(C)c1 (stereo not drawn)	-0.1
CCOC(=O)C1(C)CCCN1C(=O)c1cc(F)ccc1C (stereo not drawn)	-2.9
Cc1cc(C)cc(-n2c(C)cc(/C=N/NC(=O)c3cccc([N+](=O)[O-])c3C)c2C)c1	-3.1
CCOCCCNCC(=O)NC1(C)C2CCC(C2)C1(C)C (stereo not drawn)	-0.8
CCCc1cc(=O)[nH]c(SCc2ccc(C#N)cc2)n1	0.4
CCOC(=O)[C@]12CCC=C1N(Cc1ccc(Cl)cc1Cl)C(=O)[C@H](CC(=O)N1CCOCC1)C2	-1.6
Cn1c(NC(=O)Cc2ccc(F)cc2)cc(=O)n(C)c1=O	5.9
CC(=O)NC(CC(=O)OCC(=O)c1ccc(NC(=O)CC(C)C)cc1)c1ccccc1 (stereo not drawn)	-1.3
O=C(Nc1ccc(F)cc1F)c1ccccc1-c1ccccc1	-1.1
O=C1CC(N2CCN(S(=O)(=O)c3ccccc3F)CC2)C(=O)N1c1ccccc1F (stereo not drawn)	11.2*
CCC(Oc1ccccc1)C(=O)N1CCN(S(=O)(=O)c2ccccc2)CC1 (stereo not drawn)	-1.4
O=C(CCn1c(=O)sc2ccccc21)NCc1cccs1	0.4
O=S(=O)(c1ccccc1)c1cnc(-c2cccnc2)nc1-c1ccc(Cl)cc1Cl	-0.5
CCOC(=O)N[C@H](C(=O)N1CCC[C@H]1C(=O)NC1CCCC1)c1ccccc1	-1.4
CCOC(=O)C1CCN(CCC(=O)Nc2ccc(Cl)cc2)CC1	-0.8
CCCN1CC23C=CC(O2)C(C(=O)O)C3C1=O (stereo not drawn)	0.4
CCOC(=O)c1c(NC(=O)Nc2cccc(Cl)c2)sc(C)c1C	1.1
COc1ccc(Cc2c(O)nc(SCC(=O)c3ccc(OC)cc3)[nH]c2=O)cc1	-4.1
CC(C)CCNC(=O)CN(Cc1ccc2c(c1)OCO2)C(=O)CCC(=O)Nc1ccccn1	-2.6

Part of the list above, reformatted:
TbREL1 primary,canonical_smiles
0.4,CCCN1CC23C=CC(O2)C(C(=O)O)C3C1=O (stereo not drawn)
1.1,CCOC(=O)c1c(NC(=O)Nc2cccc(Cl)c2)sc(C)c1C
-0.8,CCOC(=O)C1CCN(CCC(=O)Nc2ccc(Cl)cc2)CC1
-2.6,CC(C)CCNC(=O)CN(Cc1ccc2c(c1)OCO2)C(=O)CCC(=O)Nc1ccccn1
-0.5,O=S(=O)(c1ccccc1)c1cnc(-c2cccnc2)nc1-c1ccc(Cl)cc1Cl

4 compounds from above, sorted by the value under TbREL1 primary, lowest first:
SMILES	TbREL1 primary
COc1ccc(Cc2c(O)nc(SCC(=O)c3ccc(OC)cc3)[nH]c2=O)cc1	-4.1
CC(C)CCNC(=O)CN(Cc1ccc2c(c1)OCO2)C(=O)CCC(=O)Nc1ccccn1	-2.6
CCOC(=O)N[C@H](C(=O)N1CCC[C@H]1C(=O)NC1CCCC1)c1ccccc1	-1.4
O=C(CCn1c(=O)sc2ccccc21)NCc1cccs1	0.4

(list continues)
SMILES	TbREL1 primary
COc1cccc(CN(C)C(=O)C23CC4CC(CC(C4)C2)C3)c1	0.0
Cc1ccccc1NC(=O)Cn1c(=O)n(C)c2ccccc21	-2.3
Cc1cc(C)n(C(C)CNS(=O)(=O)c2ccc(Cl)cc2)n1 (stereo not drawn)	2.4
Cc1ccc(-c2nc(=S)c3c(n2CCN2CCOCC2)CC(C)(C)OC3)cc1	-2.4
C=CCNC(=S)Nc1ccccc1-c1nnc2n1CCCCC2	-5.4
